RT RNaseH block: inhibitors of HIV-1 reverse transcriptase RNase H; P04585; RT-RNase H RNA/DNA duplex cleavage, fluorescence; inhibition, % at 10 µM; 1.9% of 65,000 active; AID 565; in the data active = inhibition above about 50%
RmlCD inh mix: RmlC/RmlD inhibition, mixture screen | RmlC/RmlD coupled enzyme inhibition, 384-well mixture HTS | inhibition, % at 5.5 µM | 0.39% of 110,000 active; in the data active = inhibition above about 30%, passing the limit was not always enough; note: strong numbers were not always called active
* hit, by the source's call; nt = not tested or not shown; + = active, no number. Only part of the results is shown; rates above refer to the full screens.

No.	Structure	RT RNaseH block	RmlCD inh mix
1	COc1ccc(C2C(C#N)=C(C)NC3=C2C(=O)c2ccccc23)cc1 (centres undefined)	15	-9
2	COc1ccc(Nc2nc(C)cc(C)c2C#N)cc1OC	-6	-10
3	COc1ccc2nc(Sc3c([N+](=O)[O-])nc(C)n3Cc3ccccc3)[nH]c2c1	nt	74
4	COc1ccccc1S(=O)(=O)Cc1ccc(C(=O)N2CCN(c3cccc(Cl)c3)CC2)o1	-13	4
5	CCCn1c2ccccc2c2nnc(SCC(=O)OC)nc21	-22	19
6	O=C(OCC#CCSc1nnc(-c2ccc([N+](=O)[O-])cc2)o1)c1cccs1	nt	1
7	CCOC(=O)Oc1ccc2oc(C)c(C(=O)OCCOC)c2c1	26	-2
8	Cc1ccc(Nc2nc(-c3c(C)n(C)n(-c4ccccc4)c3=O)c(C)s2)cc1	nt	7

Five of the compounds above, in transposed form.
4. COc1ccccc1S(=O)(=O)Cc1ccc(C(=O)N2CCN(c3cccc(Cl)c3)CC2)o1
8. Cc1ccc(Nc2nc(-c3c(C)n(C)n(-c4ccccc4)c3=O)c(C)s2)cc1
3. COc1ccc2nc(Sc3c([N+](=O)[O-])nc(C)n3Cc3ccccc3)[nH]c2c1
2. COc1ccc(Nc2nc(C)cc(C)c2C#N)cc1OC
1. COc1ccc(C2C(C#N)=C(C)NC3=C2C(=O)c2ccccc23)cc1 (centres undefined)

assay / entry,4,8,3,2,1
RT RNaseH block,-13,nt,nt,-6,15
RmlCD inh mix,4,7,74,-10,-9

Later entries
No.	Structure	RT RNaseH block	RmlCD inh mix
9	CCOC(=O)/C(C#N)=C1/CCCCCN1C	0	15
10	CNC(=O)c1cc2c(=O)n3cc(C)ccc3nc2n(Cc2ccco2)c1=N	-17	nt
11	COc1ccc(NC(=O)C2=C(C)C(=O)OC23CCC(C)CC3)c(OC)c1 (centres undefined)	2	-7
12	Cc1nc(Cl)c(C(=O)NC(=O)Nc2cccc(C(F)(F)F)c2)c(C)c1[N+](=O)[O-]	nt	-10
13	COc1cc2[nH]c(=O)n(CCCCCC(=O)N3CCN(c4ccccc4)CC3)c(=O)c2cc1OC	nt	13
14	CC/C(O)=N\S(=O)(=O)c1ccc(N=NN(C)C)cc1	nt	-7
15	Cc1cc2n(n1)C(c1ccc(O)cc1)Nc1ccccc1-2 (centres undefined)	-5	3
16	COc1ccc(CCNC(=O)CCC(=O)N2CCN(S(=O)(=O)c3ccc(Cl)cc3)CC2)cc1OC	nt	-8
17	O=C1c2ccccc2C(=O)N1C/C=C/CN1C(=O)c2ccccc2C1=O	-20	-53
18	O=C(NC(Cc1ccccc1)C(=O)N1CCC2(CC1)OCCO2)C1CCCCC1 (centres undefined)	-10	-3
19	Cc1ccc(CN(c2ccc(C(=O)Nc3ccc4c(c3)OCO4)cc2)S(C)(=O)=O)cc1	nt	-12
20	CC12CC(c3ccccc3O1)C(C(=O)N1CCOCC1)C(=O)N2 (centres undefined)	-12	-14
21	O=P(O)(CN1CCCCCC1)CN1CCCCCC1	0	-2
22	Cc1ccccc1Cn1c(=O)n(Cc2ccco2)c(=O)c2ccccc21	10	-5
23	COCCNC(=O)CN(C(=O)CCC(=O)Nc1ccccn1)c1ccc(F)c(Cl)c1	-1	-3
24	CCCCOc1ccc(NC(=O)C2CC=CCC2C(=O)O)cc1 (centres undefined)	-5	5
25	CC(C)c1ccc(NC(=O)N2CCC(c3nc4ccccc4o3)CC2)cc1	3	6
26	COC(=O)[C@@H](NC(=O)Nc1ccc(C(C)=O)cc1)C(C)C	-6	-27
27	c1ccc(OCc2nc(-c3ccccc3)no2)cc1	-25	4
28	CC(C)OC(=O)CC(=O)CSc1nc2c(cc1C#N)CCCCC2	nt	+
29	Cc1cc(Cl)c(S(=O)(=O)N2CCCCCC2)cc1OCC(=O)NC1CCCCC1	nt	6
30	Cc1cc(C(=O)CN2CC(C)OC(C)C2)c(C)n1-c1ccccc1 (centres undefined)	3	3
31	CCCCOc1cccc(-c2cc(C(=O)NNC(=S)NCC)c3ccccc3n2)c1	nt	-4
32	O=C(NCc1cccnc1)c1cccc(S(=O)(=O)N2CCOCC2)c1	-2	-2
33	CC(C)(C)n1c(=O)[nH]c2c(c1=O)CCC2	-2	-4
34	COc1ccc(-c2cc(C(F)(F)F)nc(N3CCN(C)CC3)n2)cc1	-3	11
35	COC(=O)C1=C(c2cc3ccccc3s2)C[C@@H]2CC[C@H]1N2C(=O)N1CCC(O)CC1	nt	-1
36	CCCCOc1ccc(C2C3CN(C(=O)OCC)CC=C3C(C#N)=C(N)C2(C#N)C#N)cc1OC (centres undefined)	84*	16
37	COc1cc2c(cc1OC)CN(CC(=O)NC(=O)NCc1ccco1)CC2	1	-6
38	CCN(CC)CCNC(=O)Cn1c(-c2ccccn2)nc2ccccc21	3	-1
39	CCCC(=O)N=C1SC2CS(=O)(=O)CC2N1c1ccc(C(C)=O)cc1 (centres undefined)	-6	-14
40	CCN=C(NCC)SC1CC(=O)N(c2ccc(OCC)cc2)C1=O (centres undefined)	nt	-11
41	COc1c(C(CC(C)C)OC(C)=O)ccc2c1C(=O)OCc1cc(C)cc(O)c1O2 (centres undefined)	nt	12
42	CCOc1cc(NC(=S)Nc2ccccc2OC)c(OCC)cc1NC(=O)c1ccccc1C	nt	7
43	COc1nc(-c2ccccc2)cc(-c2ccccc2)n1	-10	11
44	COc1ccc(C2=NOC(C(=O)Nc3c(C)n(C)n(-c4ccccc4)c3=O)C2)cc1 (centres undefined)	nt	6
45	COc1ccc(NC(=O)CCN2CCN(S(=O)(=O)c3ccc(Cl)cc3)CC2)cc1	nt	8
46	C=CCn1cc(C(=O)NCc2cccnc2)c(=O)c2cc(S(=O)(=O)N(CC)CC)ccc21	-21	7
47	CC(C)c1ccc(OCC(O)CN2CCN(c3ccccc3)CC2)cc1 (centres undefined)	-25	0
48	O=C(NC1CCCCCC1)c1cccc(COCC(F)(F)F)c1	nt	10
49	CC1(C)SC(=S)N(/N=C/c2ccccc2)C1N(O)C(=O)Nc1ccc([N+](=O)[O-])cc1 (centres undefined)	nt	12
50	O=c1c2ccccc2nnn1CSc1nnc(C2COc3ccccc3O2)n1-c1ccccc1 (centres undefined)	-22	4
51	COc1cc(Cl)c(C)cc1NC(=O)CSc1ccc(C)cc1	nt	-12
52	CCOc1ccc(C2N(c3ccc(OC)cc3)C(=O)C3CCCN32)cc1OC (centres undefined)	-8	-10
53	CC(C)(C)C(=O)/C=C/Nc1ccccc1O	nt	11
54	COC(=O)c1cc(=O)nc2sc3cc(OC)ccc3n12	nt	71
55	Cc1ccc(NC(=O)C(C)c2cccc(C(=O)c3ccccc3)c2)cc1 (centres undefined)	nt	22
56	COc1ccc(OC)c(C(=O)CSc2nnc(-c3ccc(OC)c(OC)c3)o2)c1	5	7

Compounds 53 to 56 from above:
No.	Structure	RT RNaseH block	RmlCD inh mix
53	CC(C)(C)C(=O)/C=C/Nc1ccccc1O	nt	11
54	COC(=O)c1cc(=O)nc2sc3cc(OC)ccc3n12	nt	71
55	Cc1ccc(NC(=O)C(C)c2cccc(C(=O)c3ccccc3)c2)cc1 (centres undefined)	nt	22
56	COc1ccc(OC)c(C(=O)CSc2nnc(-c3ccc(OC)c(OC)c3)o2)c1	5	7

(further entries)
No.	Structure	RT RNaseH block	RmlCD inh mix
57	CN(C)CCCN1c2ccc([N+](=O)[O-])cc2CCc2cc([N+](=O)[O-])ccc21	nt	-14
58	CCCOC(=O)CSc1nnc(-c2ccccc2Cl)o1	-34	nt
59	O=C(c1ccccc1C(F)(F)F)N1CCN(S(=O)(=O)c2ccccc2)CC1	-4	-16
60	c1ccc(CCc2nn3c(Cc4ccccc4)nnc3s2)cc1	90*	-10
61	Cc1ccc(-c2csc(N)n2)s1	17	14
62	O=C(Oc1cccnc1)c1ccc(Cl)c(Cl)c1	-13	nt
63	COC(=O)CC1=C(C(=O)OC)C2(C(=O)N(C)c3ccccc32)C(C#N)=C(N)O1 (centres undefined)	-1	9
64	CC1=C(C(=O)OC(C)C)C(c2ccc(C)o2)NC(=O)N1 (centres undefined)	nt	4
65	C#Cc1ccc([C@@H]2C=C(C(=O)N3CCN(Cc4ccccc4)CC3)O[C@H](OCC)[C@H]2CCCO)cc1	nt	-12
66	COc1ccc(NC(=O)c2oc3ccccc3c2NC(=O)c2ccco2)c(OC)c1	8	-9
67	CC(C)C(NC(=S)NCc1ccccc1)C(=O)O (centres undefined)	nt	-4
68	O=C(N/N=C/C1CC=CCC1)c1ccccc1O (centres undefined)	nt	-10
69	CCOC(=O)CSc1nnc(CNC(=O)c2cc(OCC)c(OCC)c(OCC)c2)n1C	-9	-10
70	CN1CCCC(OC(=O)COc2ccc(Br)cc2)C1 (centres undefined)	-1	2
71	Cc1ccc(Cc2cnc(NC(=O)/C(C#N)=C/c3ccc(-c4ccc([N+](=O)[O-])cc4)o3)s2)cc1	nt	10
72	O=c1c2c3c(sc2ncn1-n1cccc1)CCCCC3	nt	5
73	O=C(CCC(=O)OCCCC(F)(F)C(F)(F)F)NC1CCCCC1	2	-16
74	O=C(Nc1nc2ccc(S(=O)(=O)N3CCCC3)cc2s1)c1cccs1	17	6
75	CCOC(=O)C1C(=O)NC(N2CCN(Cc3ccccc3)CC2)=NC1c1ccco1 (centres undefined)	0	8
76	CCN(c1ccccc1)S(=O)(=O)c1ccc2[nH]cc(C(=O)N3CCOCC3)c(=O)c2c1	23	-3
77	CSc1ccc(Cl)c(C(=O)OCC(=O)NCC(C)C)c1	nt	-8
78	Cn1c2c(c(=O)n(C)c1=O)C1(C(=O)Nc3ccccc31)C(C#N)=C(N)O2 (centres undefined)	nt	-11
79	O=C(Nn1cnnc1)c1cc(-c2ccccn2)nc2ccccc12	-5	2
80	O=C(CSc1nncn1-c1ccccc1)Nc1cc(Cl)cc(Cl)c1	nt	-6

Along the list, from the results shown:
RmlCD inh mix, compounds 73–80, in order: -16, 6, 8, -3, -8, -11, 2, -6

Continuation.
No.	Structure	RT RNaseH block	RmlCD inh mix
81	O=C(N/N=C/C(Br)=C/c1ccccc1)c1n[nH]c2c1CCC2	nt	0
82	O=C(Cc1n[nH]c(=O)[nH]c1=O)N/N=C/c1ccccc1O	nt	-7
83	O=C(O/N=C/c1ccc2c(c1)OCO2)c1ccccc1Cl	nt	8
84	CCn1c(SCC(=O)Nc2oc(-c3ccccc3)c(-c3ccccc3)c2C#N)nnc1-c1ccncc1	nt	6
85	CCN(Cc1ccccc1)C(c1ccc(C)cc1)c1nnnn1C(C)(C)C (centres undefined)	nt	-12
86	Cc1cc(NCCCCO)n2c(nc3ccccc32)c1C#N	-23	14
87	Cn1c(=O)cc(SCC(=O)N2CCCC2)c2ccccc21	0	nt
88	COCCNC(=O)C1CC2Cn3c(nc4cc(C)c(C)cc43)C2N1C (centres undefined)	nt	-11
89	COc1cccc(CN2C(=O)N(C(C)C)C(N(O)C(=O)NC(C)C)C2(C)C)c1OC (centres undefined)	nt	-5
90	CCCc1cc(=O)[nH]c(SCc2cccnc2)n1	nt	-7
91	Cc1ccc(S(=O)(=O)N(C(=O)c2ccncc2)c2ccc(OC(=O)c3ccncc3)c3ccccc23)c(C)c1	nt	-14
92	C=C1/C(=C\C=C2/CCC[C@]3(C)[C@@H]([C@H](C)CCCC(C)(C)O)CC[C@@H]23)C[C@@H](O)C[C@@H]1O	nt	-14
93	CC1N=C2c3ccccc3N=C(SCc3cc(=O)n4cc(Cl)ccc4n3)N2C1=O (centres undefined)	-16	23
94	CCCOc1ccc(C2C(=O)N(C3CCCCC3)CC(=O)N2CCCOCC)cc1OC (centres undefined)	10	nt
95	Cc1nc(CC(=O)c2c(C)cc(O)cc2O)cs1	-8	-4
96	O=S(=O)(c1cccc(-c2nnc(SC(F)F)n2-c2ccccc2)c1)N1CCCCC1	-4	7
97	Cc1ncc([N+](=O)[O-])n1CC(=O)NC1CCCC1	nt	-12
98	CCO[C@@H]1OC(C(=O)NC2CC2)=C[C@H](c2coc3ccccc3c2=O)[C@H]1CCCO	nt	-13
99	Cc1occc1C(=O)NCCCCNC(=O)c1ccoc1C	-19	12
100	O=C(O)CCS(=O)(=O)Cc1cccc(Cl)c1	8	-9
101	Cn1c(Cn2nnc3ccccc32)nnc1SCC(=O)Nc1ccc2c(c1)OCO2	-3	14
102	O=C(Nc1nccs1)c1sc2ccccc2c1Cl	nt	4
103	COc1cccc(CNC(=O)C2CCN(S(=O)(=O)c3cnc[nH]3)CC2)c1	-18	3
104	CSc1ncccc1C(=O)NCc1ccc(C)cc1	nt	-29
105	CCc1cc(=O)oc2cc(OCC(=O)O)c(Cl)cc12	-7	16
106	O=C(CSc1nnc(-c2cccs2)n1-c1ccccc1)N1CCN(C(=O)c2ccco2)CC1	-2	-10
107	COc1cccc(C2=NOC(C(=O)Nc3ccccc3SC)C2)c1 (centres undefined)	nt	-12
108	COC(=O)c1ccc(CNC(=O)CNc2cc(C(F)(F)F)ccc2N2CCOCC2)cc1	2	-14
109	c1ccc(CN2CCC3(CC2)Nc2ccccc2CO3)cc1	-4	-4
110	COc1ccc(N2CCN(C(=O)CSc3nnc(-c4ccc5[nH]c(C)c(C)c5c4)o3)CC2)cc1	10	12
111	CC1=CC(C)(C)N=C(Nc2ccc(C)cc2)S1	-7	-8
112	CCC(=O)c1cc(F)c(N2CCN(CC)CC2)cc1C	nt	11
113	O=C(Nc1cccc(Cl)c1)N1CCN(c2ncccn2)CC1	-10	3
114	CC(C)Oc1ccc(C2CNC(=O)C2)cc1 (centres undefined)	-6	6
115	CCn1nccc1C(=O)Nc1nc2ccccc2n1CCN1CCCCC1	nt	-12
116	c1ccc(N2OCC3Cn4c(nc5ccccc54)C32)cc1 (centres undefined)	nt	-11
117	CC(=O)c1cccc(NC(=O)C2CCN(S(C)(=O)=O)CC2)c1	-1	7
118	COc1cccc(-c2nc(NCc3ccco3)c3ccccc3n2)c1O	7	8
119	COc1ccc2[nH]c3c(=O)n(Cc4ccco4)cnc3c2c1	-7	43
120	COc1cccc(C(=O)CSc2nnc(-c3cc(OC)c(OC)c(OC)c3)o2)c1	5	138
121	O=S(=O)(c1ccccc1)N1CCn2c(nc3ccccc32)C1	nt	6

Assay outcomes as filed in PubChem BioAssay.
